# NFkB SMM – NF-kappa-B p105 (human) binding | P19838 | Small molecule microarray, anti-His fluorescence binding | calls only | 17,000 compounds, 1.3% hits;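 active means spot fluorescence over background significantly raised, with a chance value under 7% in all four replicate spots of the compound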;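 further: probe protein is his-tagged human p50 processed subunit at 1 µg/ml; raw spot fluorescence signals with no normalization applied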
# Target sequence (P19838 1-433 limits assumed): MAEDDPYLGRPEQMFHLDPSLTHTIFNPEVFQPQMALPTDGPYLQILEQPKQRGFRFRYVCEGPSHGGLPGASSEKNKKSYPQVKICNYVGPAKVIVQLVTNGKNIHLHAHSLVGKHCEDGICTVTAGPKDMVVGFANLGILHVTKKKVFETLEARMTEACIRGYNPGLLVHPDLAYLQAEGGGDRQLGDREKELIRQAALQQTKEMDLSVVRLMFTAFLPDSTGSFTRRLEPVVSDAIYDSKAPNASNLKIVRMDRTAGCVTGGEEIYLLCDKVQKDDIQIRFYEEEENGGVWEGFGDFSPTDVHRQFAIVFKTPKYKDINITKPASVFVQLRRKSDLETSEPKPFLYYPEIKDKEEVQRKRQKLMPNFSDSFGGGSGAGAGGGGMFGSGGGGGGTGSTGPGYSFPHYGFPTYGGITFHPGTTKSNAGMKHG
# Calls only; i = inactive; + = active, no number. Not all compounds are listed, so the mix of outcomes need not match the whole.
SMILES,NFkB SMM
CC(C)NC(=O)Nc1ccc2c(c1)C(=O)N([C@H](C)CO)C[C@H](C)[C@H](CN(C)S(=O)(=O)c1ccccc1)OCCCC[C@@H](C)O2,i
COc1ccc(NC(=O)N(C)C[C@H]2OCCCC[C@@H](C)Oc3ccc(NS(=O)(=O)c4cn(C)cn4)cc3C(=O)N([C@H](C)CO)C[C@H]2C)cc1,i
C[C@H]1CN([C@@H](C)CO)C(=O)c2cc(NC(=O)NC3CCCCC3)ccc2O[C@H]1CN(C)S(=O)(=O)c1cccs1,i
C[C@@H]1CN([C@@H](C)CO)C(=O)c2cccc(NC(=O)Nc3ccccc3)c2O[C@@H]1CN(C)C(=O)NC1CCCCC1,i
Cc1ccc(C)c(NC(=O)CCC(=O)O)c1,i
CNC[C@@H]1Oc2ccc(NC(=O)Nc3ccc4c(c3)OCO4)cc2C(=O)N([C@@H](C)CO)C[C@H]1C,i
C[C@@H]1CN([C@@H](C)CO)C(=O)CCCn2cc(nn2)CO[C@H]1CN(C)C(=O)c1ccccc1,i
CCO[C@H]1OC(C(=O)Nc2ccccc2)=C[C@@H](c2ccc(Br)cc2)[C@@H]1CCCO,i
Cc1noc(C)c1S(=O)(=O)Nc1ccc2c(c1)C(=O)N([C@@H](C)CO)C[C@H](C)[C@@H](CN(C)C)OCCCC[C@@H](C)O2,i
C[C@@H]1CN([C@H](C)CO)C(=O)CCCn2cc(nn2)CO[C@H]1CN(C)Cc1ccc2c(c1)OCO2,i
Cc1noc(C)c1S(=O)(=O)Nc1ccc2c(c1)C(=O)N([C@@H](C)CO)C[C@@H](C)[C@H](CN(C)C(=O)Nc1ccc(F)cc1)O2,i
C[C@@H]1CN([C@@H](C)CO)C(=O)c2cccc(NC(=O)C3CCOCC3)c2O[C@@H]1CN(C)CC1CC1,i
C[C@H](CO)N1C[C@H](C)[C@H](CN(C)C)Oc2ccc(NC(=O)Cn3cnnn3)cc2CC1=O,i
C[C@H](CO)N1C[C@H](C)[C@H](CN(C)Cc2ccccc2)Oc2ccc(NS(=O)(=O)c3cn(C)cn3)cc2CC1=O,i
C=C1C(=O)O[C@@H]2CC=C(CCC(C)O)C(C)C[C@@H]12 (stereo partly drawn),i
COc1ccc([Si](C)(C)[C@H]2[C@H](CCO)O[C@@]3(C(=O)N(Cc4ccccc4)c4ccc(N5CCC5=O)cc43)[C@@H]2C)cc1,i
C[C@@H]1CCCCO[C@H](CN(C)C(=O)c2ccncc2)[C@@H](C)CN([C@H](C)CO)C(=O)c2cc(NS(C)(=O)=O)ccc2O1,i
C=CCNC(=O)[C@H]1[C@@H]2C(=O)O[C@@H](c3ccccc3)[C@@H](c3ccccc3)N2[C@@H](c2ccc(OCCO)cc2)[C@]12C(=O)N(C(=O)OCCOC)c1ccc(C#CC3=CCCCC3)cc12,i
CNC(=O)CN(C)S(=O)(=O)c1ccc(OC)c(C)c1,i
O=C(NCc1ccco1)c1cc([N+](=O)[O-])ccc1Sc1nc2ccccc2[nH]1,i
CC1(C)CC(=O)C2=C(C1)NC1=C(C(=O)c3ccccc31)C2c1ccc(OC(=O)CN2C(=O)C3CCCCC3C2=O)cc1 (stereo not drawn),i
COc1ccc(S(=O)(=O)N(C)C[C@H]2Oc3ccc(NC(=O)Cc4ccccc4)cc3C(=O)N([C@@H](C)CO)C[C@H]2C)cc1,i
CCCCOc1ccc(OCCCN2CCOCC2)cc1,i
Nc1nnc(SCC(=O)Nc2ccc(Cl)cc2O)s1,i
C[C@@H]1CN([C@H](C)CO)C(=O)Cc2cc(NC(=O)Nc3ccc(C(F)(F)F)cc3)ccc2O[C@H]1CN(C)CC1CC1,i

# Among those listed so far, 4 have an aryl methoxy group:
SMILES,NFkB SMM
COc1ccc(NC(=O)N(C)C[C@H]2OCCCC[C@@H](C)Oc3ccc(NS(=O)(=O)c4cn(C)cn4)cc3C(=O)N([C@H](C)CO)C[C@H]2C)cc1,i
COc1ccc([Si](C)(C)[C@H]2[C@H](CCO)O[C@@]3(C(=O)N(Cc4ccccc4)c4ccc(N5CCC5=O)cc43)[C@@H]2C)cc1,i
CNC(=O)CN(C)S(=O)(=O)c1ccc(OC)c(C)c1,i
COc1ccc(S(=O)(=O)N(C)C[C@H]2Oc3ccc(NC(=O)Cc4ccccc4)cc3C(=O)N([C@@H](C)CO)C[C@H]2C)cc1,i

# Following part
SMILES,NFkB SMM
Cc1noc(C)c1NC(=O)N(C)C[C@H]1Oc2ccc(NS(=O)(=O)c3cccs3)cc2C(=O)N([C@@H](C)CO)C[C@H]1C,i
C[C@@H]1CN([C@@H](C)CO)C(=O)c2cccc(NC(=O)Nc3ccc(F)cc3)c2O[C@@H]1CN(C)Cc1ccc(C(F)(F)F)cc1,i
C[C@H](CO)N1C[C@H](C)[C@@H](CN(C)C(=O)Nc2ccc(F)cc2)Oc2ccc(NC(=O)Nc3ccc4c(c3)OCO4)cc2C1=O,i
Cc1sc2nc(SCC(=O)Nc3ccccc3C(F)(F)F)nc(N)c2c1C,i
COc1ccc(Cn2c3ccc(Br)cc3c3nc4ccccc4nc32)cc1OC,i
Cc1ccc(S(=O)(=O)Nc2ccc3c(c2)C(=O)N([C@@H](C)CO)C[C@@H](C)[C@@H](CN(C)S(=O)(=O)c2ccccc2)OCCCC[C@@H](C)O3)cc1,i
CCOCCCNc1nc2c([nH]1)c(=O)n(C)c(=O)n2C,i
Cc1cc(C)c(/C=C2\C(=O)Nc3ccccc32)[nH]1,i
C[C@H]1CN([C@@H](C)CO)C(=O)Cc2cc(NS(=O)(=O)c3ccc(Cl)cc3)ccc2O[C@@H]1CN(C)CC1CCCCC1,+
COc1ccc([Si](C)(C)[C@@H]2[C@@H](CCO)O[C@]3(C(=O)N(Cc4ccccc4)c4ccc(NC(C)=O)cc43)[C@H]2C)cc1,i
Cc1noc(C)c1S(=O)(=O)Nc1ccc2c(c1)C(=O)N([C@@H](C)CO)C[C@@H](C)[C@H](CN(C)C)OCCCC[C@H](C)O2,i
CC1OC(OC(=O)C2=CC3(O)CC(C)(C)CC34C(C)CCC24)C(O)C(O)C1O (stereo not drawn),i
Cc1cccc(OCC(=O)NC(=S)Nc2ccc(C)cc2O)c1,i
C[C@@H]1CN([C@@H](C)CO)C(=O)c2cccc(NS(C)(=O)=O)c2O[C@H]1CN(C)C(=O)Nc1cccc2ccccc12,i
COc1cc(Cl)cc(C(=O)O)c1OCC(=O)O,i
C[C@@H]1CN([C@@H](C)CO)C(=O)Cc2cc(NC(=O)NC3CCCCC3)ccc2O[C@@H]1CN(C)C(=O)Nc1ccc(F)cc1,i
C[C@H](CO)N1C[C@H](C)[C@@H](CN(C)Cc2ccc(C(F)(F)F)cc2)Oc2c(NS(=O)(=O)c3cccs3)cccc2C1=O,i
COC(=O)c1c(O)cc(C)cc1Oc1c(O)cc(OC)cc1CO,i
C[C@@H]1CN([C@@H](C)CO)C(=O)c2cc(NC(=O)CCCN(C)C)ccc2O[C@@H](C)CCCCO[C@@H]1CN(C)Cc1ccncc1,i
C[C@@H]1CN([C@@H](C)CO)C(=O)c2cc(NC(=O)c3ccccc3)ccc2O[C@@H](C)CCCCO[C@H]1CN(C)S(=O)(=O)c1cn(C)cn1,i
O=C(NC1CCN(Cc2ccccc2)CC1)c1ccc(I)cc1,i
O=C(N1CCOCC1)[C@]1(Cc2ccccc2)N=C(c2ccc(OCCCO)cc2)O[C@@H]1c1ccccc1,i
C[C@H](CO)N1C[C@H](C)[C@@H](CN(C)CC2CC2)OCCCC[C@H](C)Oc2ccc(NC(=O)NC3CCCCC3)cc2C1=O,i
CCCC(=O)Nc1ncnc2c1ncn2C1OC2COP(=O)(O)OC2C1OC(=O)CCC (stereo not drawn),i
C[C@@H]1CN([C@H](C)CO)C(=O)c2cccc(NC(=O)C3CCOCC3)c2O[C@H]1CN(C)Cc1ccc2c(c1)OCO2,i

# (list continues)
SMILES,NFkB SMM
COc1ccc(CN(CCN(C)C)c2ncccn2)cc1,i
CC(C)OC(=O)N(C)C[C@@H]1OCc2cn(nn2)CCCC(=O)N([C@H](C)CO)C[C@H]1C,i
Cc1noc(C)c1NC(=O)Nc1ccc2c(c1)C(=O)N([C@H](C)CO)C[C@H](C)[C@H](CN(C)S(=O)(=O)c1cn(C)cn1)OCCCC[C@H](C)O2,i
C[C@H]1CN([C@@H](C)CO)C(=O)c2cc(NC(=O)CCC(F)(F)F)ccc2O[C@H]1CN(C)CC1CC1,i
C[C@H](CO)N1C[C@H](C)[C@@H](CN(C)Cc2ccncc2)Oc2ccc(NC(=O)Nc3ccc(C(F)(F)F)cc3)cc2C1=O,i
Nc1ncnc2c1ncn2C1OC(CO)[C@H](O)[C@@H]1S (stereo partly drawn),i
Cc1nc(SC(C(=O)c2ccccc2)c2ccccc2)nc2c1CCCC2 (stereo not drawn),i
Clc1ccccc1CSc1nnc(Cn2cnc3ccccc32)n1-c1ccccc1,i
CC(C)NC(=O)N(C)C[C@@H]1OCCCC[C@H](C)Oc2ccc(N(C)C)cc2C(=O)N([C@H](C)CO)C[C@@H]1C,i
COc1ccc(S(=O)(=O)Nc2ccc3c(c2)C(=O)N([C@@H](C)CO)C[C@@H](C)[C@H](CN(C)S(=O)(=O)c2ccc(C)cc2)OCCCC[C@@H](C)O3)cc1,i
C[C@H](CO)N1C[C@H](C)[C@H](CN(C)C(=O)Nc2cccc3ccccc23)Oc2c(NS(C)(=O)=O)cccc2C1=O,i
C[C@H](CO)N1C[C@H](C)[C@H](CN(C)C)Oc2ccc(NS(=O)(=O)c3cn(C)cn3)cc2C1=O,i
C[C@@H]1CN([C@H](C)CO)C(=O)Cc2cc(NC(=O)CCCN(C)C)ccc2O[C@@H]1CN(C)S(=O)(=O)c1ccc(Cl)cc1,i
Cc1ccc(OCC(=O)Nc2ccccc2N2CCN(S(C)(=O)=O)CC2)cc1,i
C[C@@H]1CCCCO[C@@H](CN(C)C(=O)Nc2ccccc2)[C@H](C)CN([C@H](C)CO)C(=O)c2cc(NC(=O)CCC(F)(F)F)ccc2O1,i
C[C@H]1CN([C@@H](C)CO)C(=O)c2cccc(NC(=O)c3ccncc3)c2O[C@H]1CN(C)C(=O)Nc1cccc2ccccc12,i
C[C@@H]1CCCCO[C@H](CN(C)S(=O)(=O)c2ccccc2)[C@@H](C)CN([C@@H](C)CO)C(=O)c2cc(NC(=O)Nc3ccccc3)ccc2O1,i
Cc1ccc(S(=O)(=O)N(C)CC(=O)Nc2ccccc2-c2ccccc2)cc1,i
C[C@H]1CN([C@@H](C)CO)C(=O)CCCn2cc(nn2)CO[C@H]1CN(C)Cc1ccc2cccnc2c1,i
COC(=O)N(C)C[C@H]1OCc2cn(nn2)CCCC(=O)N([C@H](C)CO)C[C@@H]1C,i
Cc1ccc(-c2cc(C(F)(F)F)n3nc(C(=O)NCc4ccco4)cc3n2)cc1,i
C[C@H]1CN([C@@H](C)CO)C(=O)c2cccc(NS(=O)(=O)c3ccccc3)c2O[C@H]1CN(C)C(=O)Nc1cccc2ccccc12,i
C[C@@H]1CCCCO[C@@H](CN(C)Cc2ccncc2)[C@@H](C)CN([C@@H](C)CO)C(=O)c2cc(N(C)C)ccc2O1,i
COc1ccc(S(=O)(=O)N(C)C[C@@H]2Oc3c(NC(=O)Nc4cccc5ccccc45)cccc3C(=O)N([C@H](C)CO)C[C@H]2C)cc1,i
CNC[C@H]1OCc2cn(nn2)CCCC(=O)N([C@H](C)CO)C[C@H]1C,i

# Carrying on:
SMILES,NFkB SMM
C[C@H]1CN([C@@H](C)CO)C(=O)c2cc(NS(=O)(=O)c3cn(C)cn3)ccc2O[C@@H]1CN(C)Cc1ccccc1,i
O=C(/C=C/c1ccc(O)cc1)OC[C@]12O[C@H]1[C@@H](O)[C@@H]1C=CO[C@@H](O[C@@H]3O[C@H](CO)[C@@H](O)[C@H](O)[C@H]3O)[C@@H]12,i
O=C(CS(=O)c1ccccc1[N+](=O)[O-])Nc1cccc(C(F)(F)F)c1 (stereo not drawn),i
C[C@@H]1CN([C@H](C)CO)C(=O)c2cc(NS(C)(=O)=O)ccc2O[C@H]1CN(C)Cc1ccccc1,i
C[C@@H]1CN([C@H](C)CO)C(=O)c2cc(NC(=O)Nc3ccccc3)ccc2O[C@@H](C)CCCCO[C@H]1CN(C)C,i
CN(CC(=O)Nc1cccc(Cl)c1)S(=O)(=O)c1ccccc1,i
Cc1noc(C)c1NC(=O)Nc1ccc2c(c1)CC(=O)N([C@H](C)CO)C[C@@H](C)[C@@H](CN(C)S(=O)(=O)c1cccs1)O2,i
COc1cc(O)c2c(=O)oc3c(O)c(OC)cc(C)c3c2c1,i
C[C@H](CO)N1C[C@H](C)[C@@H](CN(C)C(=O)Nc2ccc(C(F)(F)F)cc2)Oc2ccc(NC(=O)NC3CCCCC3)cc2CC1=O,i
Cc1noc(C)c1NC(=O)N(C)C[C@@H]1Oc2c(NS(=O)(=O)c3cn(C)cn3)cccc2C(=O)N([C@H](C)CO)C[C@H]1C,i
COc1ccc(OC)c(NC(=O)c2ccc(C)c(S(=O)(=O)Nc3ccc(C)cc3)c2)c1,i
COc1ccc(S(=O)(=O)NCCc2ccc(OC)c(OC)c2)cc1C,i
Cc1nc(S(=O)(=O)N[C@H]2CCN(Cc3ccc(OCCO)cc3)C2)cn1C,i
Cc1ccc(S(=O)(=O)Nc2cc(Cl)c(O)c(Sc3nc(C)cc(C)n3)c2)cc1,i
COc1ccc(S(=O)(=O)Nc2ccc3c(c2)C(=O)N([C@H](C)CO)C[C@@H](C)[C@@H](CN(C)Cc2ccncc2)O3)cc1,i
C[C@@H]1CN([C@@H](C)CO)C(=O)c2cccc(NC(=O)c3ccc(-c4nccs4)cc3)c2O[C@@H]1CN(C)C(=O)Nc1ccccc1,i

# In the list so far, 6 contain an aryl thioether with sulfur outside any ring:
SMILES,NFkB SMM
O=C(NCc1ccco1)c1cc([N+](=O)[O-])ccc1Sc1nc2ccccc2[nH]1,i
Nc1nnc(SCC(=O)Nc2ccc(Cl)cc2O)s1,i
Cc1sc2nc(SCC(=O)Nc3ccccc3C(F)(F)F)nc(N)c2c1C,i
Cc1nc(SC(C(=O)c2ccccc2)c2ccccc2)nc2c1CCCC2 (stereo not drawn),i
Clc1ccccc1CSc1nnc(Cn2cnc3ccccc32)n1-c1ccccc1,i
Cc1ccc(S(=O)(=O)Nc2cc(Cl)c(O)c(Sc3nc(C)cc(C)n3)c2)cc1,i

# Screening results from PubChem.
